# M1 PAM = human CHRM1 positive allosteric modulation. activation, % at 3 µM. AID 588819. CHO-K1 hM1, Fluo-8 calcium fluorescence, ACh EC20; 0% = ACh EC20, 100% = maximal ACh. hit rate 0.088% among 360,000; in the data active = activation above about 19%, passing the limit was not always enough
# Target sequence (P11229 whole entry, looked up): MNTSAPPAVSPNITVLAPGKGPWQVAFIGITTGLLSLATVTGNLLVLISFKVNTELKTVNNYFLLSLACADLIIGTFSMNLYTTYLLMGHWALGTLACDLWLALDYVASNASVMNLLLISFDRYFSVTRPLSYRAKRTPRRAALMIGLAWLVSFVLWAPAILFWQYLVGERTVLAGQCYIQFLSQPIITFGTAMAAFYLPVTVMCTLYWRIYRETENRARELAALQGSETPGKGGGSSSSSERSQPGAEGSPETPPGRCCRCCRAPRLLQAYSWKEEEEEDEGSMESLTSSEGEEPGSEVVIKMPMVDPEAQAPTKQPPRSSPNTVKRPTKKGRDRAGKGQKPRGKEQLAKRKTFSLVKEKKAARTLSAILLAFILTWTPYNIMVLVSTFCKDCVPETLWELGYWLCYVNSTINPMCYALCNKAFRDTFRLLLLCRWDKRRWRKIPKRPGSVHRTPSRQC
# CRFBP-R2 block = CRF-BP/CRF-R2 complex antagonism. hit rate 0.59% among 350,000. inhibition, % at 11.8 µM. HEK293 CRF-R2/CRF-BP, CRF-induced calcium fluorescence;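 active = inhibition of the ligand-induced calcium signal above about 50% at the single tested concentration, limit read from the data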
# CHRM4 antagonist = blocks acetylcholine activation of human M4 receptor. P08173. CHO-hM4 cells, ACh EC80, Fluo-8 calcium fluorescence. inhibition, % at 3 µM. hit rate 0.73% among 360,000. AID 624125;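 active = inhibition above its plate's cutoff, the mean inhibition of sample wells plus 3 SD, cut at about 27% in these data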;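 also: 0% = acetylcholine EC80 with DMSO and 100% = DMSO without agonist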
# CRFR2-BP ag = agonists of human CRF-binding protein/CRF-R2 receptor complex; AID 588473; hit rate 0.46% among 350,000; HEK293 CRF-R2/CRF-BP, calcium dye fluorescence (FLIPR); percent of saturating CRF peptide response; activation, % at 13.2 µM;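 active = activation of at least 50%, plus an integration ratio under a set limit after plate pattern correction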;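 also: plate controls were neutral control wells without compound for no effect and CRF at EC100 for full effect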
# CHRM5 agonist = agonists of human muscarinic M5 receptor (CHRM5). CHO-K1 hM5 cells, Fluo-8 calcium fluorescence; 0% DMSO wells, 100% maximal acetylcholine response. activation, % at 3 µM. hit rate 0.19% among 360,000;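 active = activation above the run's mean over test compounds plus 3 SD, cut at about 23% in these data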;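 also: signal is peak over basal fluorescence ratio across the kinetic read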
# Target sequence (P08912 whole entry, looked up): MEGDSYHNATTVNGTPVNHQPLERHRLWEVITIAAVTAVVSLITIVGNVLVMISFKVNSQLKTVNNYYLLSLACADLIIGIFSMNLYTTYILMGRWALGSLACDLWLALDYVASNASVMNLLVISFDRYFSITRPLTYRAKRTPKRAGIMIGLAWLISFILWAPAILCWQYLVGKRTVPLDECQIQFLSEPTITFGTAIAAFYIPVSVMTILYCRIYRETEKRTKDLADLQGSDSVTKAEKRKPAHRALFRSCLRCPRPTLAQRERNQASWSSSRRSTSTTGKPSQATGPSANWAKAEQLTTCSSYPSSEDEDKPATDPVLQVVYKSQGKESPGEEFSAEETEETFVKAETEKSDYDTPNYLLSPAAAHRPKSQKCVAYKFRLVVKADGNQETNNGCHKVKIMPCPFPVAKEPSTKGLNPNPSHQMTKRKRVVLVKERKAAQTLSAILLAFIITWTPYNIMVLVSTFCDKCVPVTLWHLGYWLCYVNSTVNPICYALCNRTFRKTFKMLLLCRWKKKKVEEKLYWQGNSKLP
# M4 ag = agonists of human muscarinic M4 receptor (CHRM4) | P08173 | CHO-K1 hM4/Gqi5, Fluo-8 calcium fluorescence; vehicle 0%, full acetylcholine response 100% | activation, % at 3 µM | hit rate 0.14% among 360,000;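 active = activation above the run mean over all test wells plus 3 SD, cut at about 32% in these data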;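 also: peak over basal fluorescence ratio per well then scaled between controls; 0% = DMSO wells and 100% = acetylcholine at EC100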
# CHRM4 PAM = CHRM4 positive allosteric modulation | CHO-K1 hM4/Gqi5, Fluo-8 calcium fluorescence, ACh EC20; 0% = ACh EC20, 100% = maximal ACh | activation, % at 3 µM | hit rate 0.4% among 360,000 | AID 624126;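 active = activation above its plate's cutoff, the mean activation of sample wells plus 3 SD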; also: some results filed as inactive read as strong as hits
# CHRM5 PAM = CHRM5 positive allosteric modulation; P08912; CHO-K1 hM5, Fluo-8 calcium, ACh EC20 PAM; 0% = ACh EC20, 100% = ACh EC100; activation, % at 3 µM; hit rate 0.3% among 360,000; AID 624038;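 active = activation above the run cutoff, the mean activation of all test compounds plus 3 SD, cut at about 18% in these data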
#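 Measured by: Fluo-8 calcium fluorescence; material: human M5 receptor in CHO-K1 cells; schedule: Post-acetylcholine fluorescence recording 140 s; benchmarks: low control EC20 acetylcholine (0%), high control EC100 acetylcholine (100%); read-out: Max/basal fluorescence ratio as % of EC20–EC100 ACh window; compound: single dose, 3 µM nominal final test concentration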
# M5 antag = blocks acetylcholine activation of human M5 receptor; P08912; CHO-hM5 cells, Fluo-8 calcium fluorescence, ACh EC80; inhibition, % at 3 µM; hit rate 0.59% among 360,000; AID 624040;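 active = inhibition above a per-plate cutoff, the mean of that plate's test compounds plus 3 SD, cut at about 27% in these data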;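 also: 0% = acetylcholine EC80 with DMSO and 100% = DMSO without agonist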
# Starred values were filed as active, the others as inactive; x = no result given. An unsorted share of the library. Share with any hit: about 2.6%.
# Below each SMILES – M1 PAM	CRFBP-R2 block	CHRM4 antagonist	CRFR2-BP ag	CHRM5 agonist	M4 ag	CHRM4 PAM	CHRM5 PAM	M5 antag
CC(C)C(=O)Nc1nc2c(ncn2C2CC(O)C(CO)O2)c(=O)[nH]1 (stereo not drawn)
 : 6	-32	-26	3.0	0	0	8	3	-4
OCCc1c[nH]c2ccc(OCc3ccccc3)cc12
 : 2	-1	6	-0.1	-2	1	-5	-7	18
N#C/C(=C1\CCCN1)c1nc(-c2ccccc2)cs1
 : -4	11	10	0.1	0	1	-3	-5	4
COC(=O)CSc1nnc(CNS(=O)(=O)c2ccc(Br)cc2)n1C
 : 10	13	6	0.3	-2	1	0	-1	4
Cc1ccc(S(=O)(=O)N(CCC#N)CCN2CCCC2)cc1
 : 6	1	14	-1.4	-2	-1	1	4	-4
CN(C)S(=O)(=O)c1ccc(C(=O)NN2C(=O)NC3(CCCCC3)C2=O)cc1
 : -1	12	8	-0.4	3	1	0	0	7
N=c1c2c(-c3ccccc3)c(-c3ccccc3)oc2ncn1Cc1ccco1
 : -3	15	3	-0.6	-10	-1	-10	-18	-5
Cc1sc2nc(SCC(=O)Nc3ccc(S(=O)(=O)NCCCC(=O)O)cc3)[nH]c(=O)c2c1C
 : 12	13	4	-0.8	-6	0	5	-3	-1
O=C(CCC(=O)N1CCCC1)Nc1ccc(Cl)c(Cl)c1
 : 15	-8	-7	3.7	-3	1	3	5	3
CC1(C)CC(O)C(C(O)c2cccc([N+](=O)[O-])c2)C(C)(C)N1 (stereo not drawn)
 : -1	25	6	-1.0	-1	1	9	2	-2
O=[N+]([O-])c1ccc2[nH]c(O)c(N=Nc3ccc(F)cc3)c2c1
 : 3	7	4	2.8	-3	0	0	1	4
COc1ccc(-c2cc(C(F)F)n3ncc(C(=O)N4CCCCC4)c3n2)cc1
 : 1	-23	-17	0.5	-17	0	-5	-12	5
Cc1ccccc1NC(=O)Cc1nc(COC(=O)COc2ccccc2C(C)C)cs1
 : -5	5	3	0.4	-7	5	0	-19	6
COc1ccccc1-c1nn2c(=O)cc(C)nc2s1
 : 2	-5	8	-0.2	-2	1	3	7	-6
CCOc1ccccc1NC(=O)C(Sc1ccccc1)c1ccccc1 (stereo not drawn)
 : -10	-10	8	4.8	-9	-1	-11	-10	3
CCN=c1scc(-c2ccccc2)n1/N=C/c1ccccn1
 : -10	8	7	-0.8	-7	4	-8	-10	1
O=C(CCc1ccc(S(=O)(=O)N2CCOCC2)cc1)OCC(=O)c1ccccc1F
 : -5	-11	-4	-0.2	3	10	1	-3	1
O=C(NCCCN1CCOCC1)C(=O)N/N=C/c1ccc2c(c1)OCO2
 : 7	27	-5	0.1	-4	0	6	6	7
COc1cccc(CN2CC(C(=O)NCc3ccc(C)c(F)c3)CCC2=O)c1 (stereo not drawn)
 : 13	-1	7	0.6	-4	1	1	2	-4
COc1ccc2nc(-c3ccccc3)cc(C(=O)OCC(=O)N3CCCCC3)c2c1
 : -12	0	17	-0.6	1	12	-7	-38	25
CCn1c(=O)c([N+](=O)[O-])c(NC2CCS(=O)(=O)C2)c2ccccc21 (stereo not drawn)
 : -2	1	-8	-0.5	-3	1	4	8	2
Cc1noc(C)c1NC(=O)Nc1cccc2c1O[C@@H](CN(C)C)[C@@H](C)CN([C@H](C)CO)C2=O
 : -1	-4	0	-0.8	3	0	3	4	4
Cc1noc(C)c1COc1ccc(C(=O)Nc2cccnc2)cc1
 : -26	7	32*	-1.1	-17	1	-22	-7	10
O=C(NC1CCCC1)C(c1cccs1)N(CC1CCCO1)C(=O)Cc1cccs1 (stereo not drawn)
 : 4	4	2	-1.8	-3	1	5	-2	1
O=C(C1CCCC1)N1CCN=C1SCc1cccc([N+](=O)[O-])c1
 : -13	8	10	1.0	-6	0	-14	-16	1
CCCc1cc(=O)oc2cc(OCC(=O)NCC(O)c3ccccc3)ccc12 (stereo not drawn)
 : 10	-4	-10	0.2	-4	2	2	5	-20
COc1cc(C(=O)NC2=NCCS2)cc(OC)c1OC
 : 6	-2	0	-1.2	-6	1	2	2	0
O=C(Oc1ccc(C(=S)N2CCOCC2)cc1)c1ccccc1[N+](=O)[O-]
 : 6	15	2	-1.8	-3	5	-2	-10	9
O=C(Nc1ccccc1Cc1ccccc1)C1CC(=O)N(c2ccc3c(c2)OCCO3)C1 (stereo not drawn)
 : 7	16	0	0.2	-7	0	-4	2	-7
CS(=O)(=O)N(CC(=O)Nc1ccccc1C(=O)N1CCOCC1)c1cccc([N+](=O)[O-])c1
 : 7	3	4	-0.5	-4	1	3	-1	0
CC(=O)N/C(=C\c1ccccc1)C(=O)OCC(=O)c1c(N)n(CC(C)C)c(=O)n(C)c1=O
 : 3	0	-6	-2.6	-2	0	2	-1	6
CC(=O)Nc1ccc(S(=O)(=O)NCCC(=O)N2CCN(C(c3ccccc3)c3ccccc3)CC2)cc1
 : 8	2	3	-1.0	-4	1	0	3	2
CC1(C(=O)NS(=O)(=O)c2cccc(Cl)c2)CCN1C(=O)c1ccccc1 (stereo not drawn)
 : -4	x	3	x	2	1	-5	-1	13
COc1cc(NC(=O)CCN2CCN(C/C=C/c3ccccc3)CC2)cc(OC)c1
 : -4	-16	9	1.5	-11	1	2	-2	8
Cc1c(CNCCc2ccc(Cl)cc2)c(C(=O)O)c(C)n1Cc1ccccc1
 : 4	-9	2	-0.4	-5	1	5	2	6
Cc1cc(C)nc(SCCCNCc2c(F)cccc2Cl)n1
 : 8	0	-2	0.5	-8	1	2	-2	9
CCOC(=O)c1cc(NC(=O)c2ccc(OC)cc2)c(=O)oc1-c1ccccc1
 : 4	1	-3	5.1	2	1	2	-1	-2
Cc1cc(OCc2cc(C(=O)NC3CCC3)no2)cc(C)c1Cl
 : -7	-7	-5	0.9	0	8	-2	8	-6
CC(C)CN1C(=O)c2ccc(NC(=O)Cc3ccccc3)cc2C1=O
 : 6	6	8	-2.7	0	2	-4	5	3
Cc1ccccc1C(=O)NNC(=O)C(C)N1C(=O)c2ccccc2C1=O (stereo not drawn)
 : 5	-1	-1	0.2	0	0	3	-2	-3
CC(=O)c1nn(-c2cccc(C(F)(F)F)c2)c(=O)[nH]c1=O
 : 1	21	-3	-1.5	-4	-1	-5	-4	8
Cc1c(C)n(C)c2ccc(C(=O)NCCCN3CCCCC3)cc12
 : 6	0	-4	-0.8	-5	-1	-1	13	-7
CCOc1cc(CNc2ccccc2)cc(Br)c1OCC(=O)NC(C)(C)C
 : -2	-5	-4	7.9	4	6	-4	1	-1
CC(=O)C1=C(N2CCCCC2)CCC1=O
 : -2	-9	0	-2.6	-6	1	2	3	-4
N#C/C(=C\c1ccccc1C(=O)O)c1nc2ccccc2[nH]1
 : 3	-35	-4	31	2	15	-9	-6	10
Cc1ccc(NC(=O)CSc2nn3c(=O)c(C)nnc3s2)cc1Cl
 : 11	-2	-1	-0.9	-6	1	8	2	3
COc1cccc(NC2=C(Cl)C(=O)OC2OC(=O)c2ccco2)c1 (stereo not drawn)
 : 11	14	-1	-0.8	-3	2	1	-4	8
COc1ccc(S(=O)(=O)Nc2ccc(N3CCOCC3)nc2)cc1
 : 10	1	0	1.1	2	2	-4	-5	8
COc1ccccc1N1CCN(C(=O)CC(NC(=O)c2ccccc2Cl)c2ccccc2)CC1 (stereo not drawn)
 : 10	6	-13	-0.4	0	8	7	-7	3
CCOc1ccc(OCC)c(NC(=O)CCCN2C(=O)c3cccnc3C2=O)c1
 : 4	11	-5	-1.8	-8	1	10	8	-8
Cc1cc(C)cc(NC(=O)Cn2c(=O)oc3cc(S(=O)(=O)N4CCC(C)CC4)ccc32)c1
 : -10	13	-4	3.9	2	8	-5	-17	10
CCCN1C(=O)c2cc(C(=O)Nc3ccc(OC)c(OC)c3)ccc2C1Nc1ccc(OC)c(OC)c1 (stereo not drawn)
 : 4	-3	-2	-1.1	-4	2	12	-1	5
c1ccc(-c2nnc3sc(CN4CCc5ccccc54)cn23)cc1
 : -2	21	4	-3.7	-1	11	-3	-7	6
CC(=O)Nc1ccc(/C=N/NC(=O)CCN2CCN(c3ccccc3)CC2)cc1
 : 3	-5	-3	2.8	-5	-1	0	-3	11
Cc1cccc(-n2cc(CNCCN3CCOC3=O)c(-c3cccc(F)c3)n2)c1
 : 9	-23	-3	0.0	2	6	-4	3	10
CC(=O)/C(=N/Nc1cccc(Cl)c1)Sc1nnc(C(O)c2ccccc2)n1-c1ccccc1 (stereo not drawn)
 : 8	-4	-4	-0.5	-1	1	4	3	0
COc1ccc(C(=O)NCCSc2ccccn2)cc1
 : -4	-11	10	-1.9	-4	1	-2	-6	-7
O=C(O)Cc1csc(-c2cccc(F)c2)n1
 : -1	9	5	-0.5	0	0	1	-4	8
N#C/C(=C\c1coc2ccccc2c1=O)C(N)=S
 : 9	-4	-1	0.8	0	5	-1	5	7
Cc1ccc(NC(=O)CS(=O)CC(=O)NC23CC4CC(CC(C4)C2)C3)cc1 (stereo not drawn)
 : -9	-9	11	-0.3	-3	1	-3	-2	15

# Quoted at random: 2 compounds from above
# Below each SMILES – M1 PAM	CRFBP-R2 block	CHRM4 antagonist	CRFR2-BP ag	CHRM5 agonist	M4 ag	CHRM4 PAM	CHRM5 PAM	M5 antag
Cc1ccccc1C(=O)NNC(=O)C(C)N1C(=O)c2ccccc2C1=O (stereo not drawn)
 : 5	-1	-1	0.2	0	0	3	-2	-3
COc1cc(NC(=O)CCN2CCN(C/C=C/c3ccccc3)CC2)cc(OC)c1
 : -4	-16	9	1.5	-11	1	2	-2	8

# More structures follow.
# Below each SMILES – M1 PAM	CRFBP-R2 block	CHRM4 antagonist	CRFR2-BP ag	CHRM5 agonist	M4 ag	CHRM4 PAM	CHRM5 PAM	M5 antag
CC(C)(C)OC(=O)CNC(=O)c1nc[nH]c1C(=O)N1CCN(C(=O)OC(C)(C)C)CC1
 : 9	14	-15	-0.5	-2	2	13	1	4
N#C/C(=C/c1ccc(Br)o1)C(N)=O
 : 2	-4	1	-1.0	-4	1	8	0	-7
CC(CCc1ccccc1)NC(=O)COC(=O)c1ccc([N+](=O)[O-])cc1 (stereo not drawn)
 : 6	0	-13	1.2	-5	0	-1	1	2
CCN(CC)S(=O)(=O)c1cc(NC(=O)CNc2cccc(S(=O)(=O)N3CCCC3)c2)ccc1C
 : -6	-3	11	0.3	-3	11	-11	-12	20
CC(C)N(CCNC(=O)C1CCC(=O)N1Cc1ccc(F)cc1)Cc1ccccc1 (stereo not drawn)
 : 3	-13	5	-1.2	0	0	-3	-1	2
CN(C)/C=C1\C(=O)NN=C1c1ccccc1
 : -3	-12	9	0.7	-2	1	-4	-12	21
CCn1c(NC(=S)Nc2ccccc2)nc2ccccc21
 : 8	-26	-2	1.7	0	0	6	2	4
O=C(O)CCc1nc(-c2ccc(Cl)cc2)no1
 : -1	-31	-8	4.5	0	1	2	-2	4
CCN(CC(=O)Nc1ccc(NC(C)=O)cc1)Cc1c(O)ccc2cc(Br)ccc12
 : 8	-21	4	1.4	-2	1	1	7	-10
CC(=C/c1ccccc1)/C=N/NC(=O)c1ccc2nc[nH]c2c1
 : -2	8	-1	-0.4	1	3	0	-4	11
CCN(C(=O)c1cc2c(=O)[nH]c3ccc(C)cc3c2s1)c1ccc(F)cc1
 : 7	-12	-16	1.0	0	0	4	2	4
CSC1=Nc2sc3c(c2C2=NCCN12)CC(C)(C)OC3
 : -7	10	13	-2.5	-10	1	-1	1	5
Cc1cccc(C(=O)OCC(=O)NCCN2C(=O)CSC2=O)c1[N+](=O)[O-]
 : 3	-3	3	-2.1	-1	1	1	-3	6
